L3MBTL1 inh: inhibitors of human L3MBTL1; Q9Y468; AlphaScreen L3MBTL1–H3K9me1 peptide binding; actives 0.66% (n = 230,000); Potency, µM (highest dose often 57.1 µM), inactives show top-dose activity, negative = inhibition, usual class: inhibitors; AID 485360; active = well fitted inhibition curve with a large enough effect; inconclusive = small, poorly fitted or top-dose-only effect; inactive = no such curve, though single readings can be large or run the other way; note: nearly all actives have a fitted effect of over 60% in size
Target sequence (Q9Y468 whole entry, looked up): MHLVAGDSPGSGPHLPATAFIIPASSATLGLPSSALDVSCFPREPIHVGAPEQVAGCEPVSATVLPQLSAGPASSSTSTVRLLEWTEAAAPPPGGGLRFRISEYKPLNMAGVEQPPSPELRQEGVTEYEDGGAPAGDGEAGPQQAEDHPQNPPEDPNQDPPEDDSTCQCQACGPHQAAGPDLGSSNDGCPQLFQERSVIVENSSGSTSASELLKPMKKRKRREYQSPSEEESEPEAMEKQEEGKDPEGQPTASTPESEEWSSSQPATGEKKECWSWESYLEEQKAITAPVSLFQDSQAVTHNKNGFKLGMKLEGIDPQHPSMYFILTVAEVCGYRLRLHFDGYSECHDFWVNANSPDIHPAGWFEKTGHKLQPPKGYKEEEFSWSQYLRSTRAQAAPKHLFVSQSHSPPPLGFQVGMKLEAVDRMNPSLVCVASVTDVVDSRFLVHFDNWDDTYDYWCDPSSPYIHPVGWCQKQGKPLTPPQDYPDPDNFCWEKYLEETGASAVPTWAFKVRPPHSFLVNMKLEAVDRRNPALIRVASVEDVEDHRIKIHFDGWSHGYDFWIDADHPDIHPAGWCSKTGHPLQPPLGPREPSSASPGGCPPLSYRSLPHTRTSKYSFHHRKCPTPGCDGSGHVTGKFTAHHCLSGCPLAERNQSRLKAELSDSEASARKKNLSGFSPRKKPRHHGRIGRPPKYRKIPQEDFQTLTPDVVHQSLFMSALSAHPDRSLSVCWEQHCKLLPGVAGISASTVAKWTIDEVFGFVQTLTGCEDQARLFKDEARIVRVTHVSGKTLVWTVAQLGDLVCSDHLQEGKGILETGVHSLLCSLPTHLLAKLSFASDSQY
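First, the protein-peptide complex forms for 30 min at room temperature (L3MBTL1 50 nM, biotinylated H3K9me1 peptide 75 nM). Next, compounds are pin-transferred and incubated 30 min. Finally, AlphaScreen beads are added and read after 30 min.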
Numbers without * were called inactive; ? = inconclusive; & = joins results of further samples; [ ] = another dose, or the depositor's remark. % is set by controls: 0 for no effect and ±100 for the full control effect; potency is the fitted concentration of half-maximal effect.

SMILES | L3MBTL1 inh
COCCCNC(=O)CC1C[C@H](C(=O)N2CCCCC2)[C@@]2(CCc3ccccc3)c3[nH]c4ccc(OC)cc4c3CCN2C1=O (stereo partly specified) | -6.0%
Cc1ccc(C)c(C(=O)COC(=O)c2c(-c3ccccc3)noc2C)c1 | 30.3%[activator]
CCN1CCN(c2ccc(Cl)cc2NC(=O)c2ccco2)CC1 | -1.7%
COc1ccc(/C=C/C(=O)OCC(=O)NCc2ccccc2Cl)cc1OC | 3.0%
COc1ccccc1CCNC(=O)c1cccc(S(=O)(=O)N2CCc3ccccc3C2)c1 | -1.8%
O=C(CCc1ccccc1)Nc1ccc(S(=O)(=O)NC2=NCCCCC2)cc1 | 5.5%
CCCCN(C(=O)CSCc1c(C)noc1C)c1c(N)n(CCCC)c(=O)[nH]c1=O | 3.9%
CCN1CCN(S(=O)(=O)c2ccc(Cl)c(C(=O)N(C)Cc3cccc(Cl)c3Cl)c2)CC1 | -0.5%
O=C(COc1ccc(F)cc1Cl)Nc1nc(-c2ccccn2)cs1 | -9.0%
CCOc1ccc(OCCC(=O)N(CC)CC(=O)NCc2cccs2)cc1 | -2.0%
Cc1ccc(NC(=O)NC(=O)COc2ccccc2C(N)=O)c(C)c1 | 1.7%
C[C@H]1COC(=O)[C@@H](NC(=O)OCC2c3ccccc3-c3ccccc32)C/C=C\C[C@H](CC(=O)NCCO)C(=O)N1 | 7.2%
O=C(NC1=NCCS1)c1ccc(F)c(S(=O)(=O)N2CCOCC2)c1 | 0.2%
O=C(OCC(=O)N1CCN(C(=O)c2ccco2)CC1)c1ccc(Cl)cc1 | -3.0%
CC1CN(S(=O)(=O)c2ccc(C(=O)N3CCc4ccccc43)cc2)CC(C)O1 (stereo unspecified) | -1.3%
Cc1ccc(S(=O)(=O)N2[C@@H](c3cccc(Cl)c3)C(C(=O)O)=CC[C@H]2c2ccc3c(c2)OCO3)cc1 | -2.3%
CNC(=O)c1c(NC(=O)c2cccc(C)c2)sc2c1CCC2 | 20.4%
C[C@H](CO)N1C[C@H](C)[C@@H](CN(C)S(C)(=O)=O)Oc2ccc(N(C)C)cc2C1=O | 8.7%
CC1CN(S(=O)(=O)c2ccc(C(=O)N(C)C3CCCCC3)cc2)CC(C)O1 (stereo unspecified) | 11.3%
CCc1nnc(NC(=O)CN2C(=O)N(C)C3(CCCCC3)C2=O)s1 | 2.2%
O=C(CCNC(=O)c1ccc([N+](=O)[O-])cc1)NCCC1=CCCCC1 | 5.3%
CN1CCN(CC(=O)Nc2cccc(S(=O)(=O)N(C)c3ccccc3)c2)CC1 | -0.3%
O=C(COC(=O)[C@@H]1CCCN1C(=O)c1cccs1)Nc1cccc(Cl)c1 | 8.0%
CCc1ccc(O)c(CNCCNCc2cc(CC)ccc2O)c1 | -16.8%
Cn1c2ccsc2c2ncn(Cc3ccc(F)cc3)c(=O)c21 | 1.8%&7.1%
CCCCn1c(N)c(N(CCC(C)C)C(=O)c2ccc(COc3ccccc3)o2)c(=O)[nH]c1=O | 1.6%
Nc1nccnc1C(=O)OCC(=O)c1ccc[nH]1 | ?
O=C(COC(=O)c1c[nH]c2ccccc12)Nc1ccccc1 | -3.7%
CN(Cc1ccco1)c1ncnc2ccc(-c3cccc(Cl)c3)cc12 | 3.5%
NC(=O)c1ccsc1NC(=O)COC(=O)CNC(=O)c1ccc(Cl)cc1 | -4.4%
COC(=O)c1ccc(CNC(=O)C(C)N=C2NS(=O)(=O)c3ccccc32)cc1 (stereo unspecified) | -0.4%
CCOc1ncccc1C(=O)Nc1ccc(OC)c(S(=O)(=O)N2CCOCC2)c1 | 7.1%
O=C(NCCS(=O)(=O)NCc1ccccc1Cl)c1ccc2c(c1)OCO2 | 4.4%
CC(=O)c1ccc(NC(=O)c2ccccc2-c2ccccc2C(=O)O)cc1 | 0.1%
CCC(CO)Oc1cc(NCc2cccc(C(F)(F)F)c2)c2ncn(C(C)C)c2c1 (stereo unspecified) | -9.5%
COC(=O)c1cc(C(=O)OCC(=O)NC(=O)NCc2ccccc2)cc([N+](=O)[O-])c1 | -13.2%

Structures shown so far that have a thiophene ring, fused or not, in the order listed:
SMILES | L3MBTL1 inh
CCOc1ccc(OCCC(=O)N(CC)CC(=O)NCc2cccs2)cc1 | -2.0%
CNC(=O)c1c(NC(=O)c2cccc(C)c2)sc2c1CCC2 | 20.4%
O=C(COC(=O)[C@@H]1CCCN1C(=O)c1cccs1)Nc1cccc(Cl)c1 | 8.0%
Cn1c2ccsc2c2ncn(Cc3ccc(F)cc3)c(=O)c21 | 1.8%&7.1%
NC(=O)c1ccsc1NC(=O)COC(=O)CNC(=O)c1ccc(Cl)cc1 | -4.4%

(more compounds)
SMILES | L3MBTL1 inh
COc1ccc(S(=O)(=O)N2CCN(C(=O)CC(C)C)CC2)cc1 | -2.5%
COc1cccc(NC(=O)COC(=O)C2=NN(c3ccccc3)C(=O)CC2)c1 | -4.9%
O=S(=O)(NCC(c1ccc2c(c1)OCO2)N1CCOCC1)c1ccccc1 (stereo unspecified) | -1.0%
CC(C)CCN1C(Nc2ccccc2)=NC[C@@H]1Cc1ccccc1 | 5.3%
COCCCNC(=O)C[C@H]1C[C@H](C(=O)N(C(C)C)C(C)C)[C@@]2(C)c3[nH]c4cc(CCC(=O)N(C)C)ccc4c3CCN2C1=O | 25.3%
CC1=C(C)CC(C(=O)NCc2cccc(Cl)c2)C(C(=O)O)C1 (stereo unspecified) | 5.6%
O=C(COc1ccccc1[N+](=O)[O-])N1CCN(c2ccccn2)CC1 | 15.6%
CCOc1ncccc1C(=O)Nc1cc(S(=O)(=O)N2CCCCC2)ccc1Cl | 7.5%
O=C(COC(=O)/C=C/c1ccccc1)Nc1cccnc1Cl | -7.8%
O=C(OCCOc1cccc(Cl)c1)c1cc(S(=O)(=O)N2CCCCC2)ccc1N1CCOCC1 | -4.1%
CCN(CC)c1ccc(C(=O)NNC(=O)c2cccn2C)cc1 | ?
CCOC(=O)[C@H]1[C@H]2COc3ccc(Cl)cc3[C@@H]2N2C(=O)CN(Cc3ccc(OC)cc3)C(=O)[C@@]12C | 12.7%
COc1ccc(C2(C)NC(=O)N(CC(=O)Nc3ccc4c(c3)CCC4)C2=O)cc1OC (stereo unspecified) | -2.6%
Cc1ccc(C(=O)N2CCC(Cc3ccccc3)CC2)cc1S(=O)(=O)N1CCOCC1 | -3.5%
COc1ccc(CC(=O)NCC2CCCN(Cc3ccccc3OC)C2)cc1 (stereo unspecified) | 40.7%[activator]
COc1cccc(C(=O)OC(C)C(=O)Nc2ccc3c(c2)OCO3)c1 (stereo unspecified) | -18.0%
CCC(C(=O)OCc1csc(CC(=O)Nc2ccccc2C)n1)c1ccccc1 (stereo unspecified) | 53.6%[activator]
CC(=O)Nc1ccc(NC(=O)C(C)OC(=O)CC23CC4CC(CC(Br)(C4)C2)C3)cc1 (stereo unspecified) | -4.7%
NS(=O)(=O)c1ccc(NC(=O)COC(=O)C2CC2)cc1 | 3.6%
Cc1cc(Cl)ccc1C1=CC(=O)C[C@H](c2ccc(F)cc2)C1 | 29.7%
O=C(Nc1nnc(-c2cc(Cl)ccc2Cl)o1)C1=COCCO1 | -0.7%
Cc1sc2ncnc(N3CCC(C(=O)Nc4nc(-c5cccs5)cs4)CC3)c2c1C | -5.4%
O=C(COC(=O)Cc1ccccc1F)NC(=O)NC1CCCC1 | 4.2%
COc1ccccc1OCCn1c(SCC(=O)O)nc2ccccc21 | ?
Cc1ccc(CCN2C(Nc3ccccc3)=NC[C@@H]2C)cc1 | 5.4%
CC1(C)C(Cl)C(=O)C(C(=O)c2ccccc2)C(=O)C1Cl (stereo unspecified) | 1.4%
Cc1cccc([N+](=O)[O-])c1NC(=O)COC(=O)C1CC2CCCC(C1)C2=O (stereo unspecified) | 4.1%
CCCCN1C(=O)C(=O)N(CC(=O)Nc2cc(Cl)ccc2OC)C1=O | 1.3%
CCOc1ccc(NC(=O)C2CC(=O)N(CCc3ccc(OC)c(OC)c3)C2)cc1OCC (stereo unspecified) | -6.9%
CCN(CC)c1cccc(OCC(=O)N2c3ccccc3CC2C)c1 (stereo unspecified) | -17.7%
O=C(CNC(=O)c1ccc(Br)o1)OCc1ccc(Br)cc1 | 1.2%
CCc1ccc([C@@H]2CC=C(C(=O)O)[C@H](c3ccc(Br)cc3)N2S(=O)(=O)c2ccc(C)cc2)cc1 | -6.2%
COc1ccccc1/C=C/C(=O)OCC(=O)NC1CCCCCC1 | 4.0%
CC1(c2ccccc2)NC(=O)N(CC(=O)N2CCN(S(=O)(=O)c3cccs3)CC2)C1=O (stereo unspecified) | -4.7%
CN(C)CCCN(C(=O)c1ccc(S(=O)(=O)N2CCCC2)cc1)c1nc2c(F)cc(F)cc2s1 | -1.3%
CCNCC(=O)Nc1c(C)cccc1C | 10.4%
CCOc1ccc(OCC(=O)OCC(=O)Nc2ccccc2C#N)cc1 | -3.7%
CN(C(=O)COC(=O)c1cncc(Br)c1)C1CCCCC1 | 2.2%
Cc1cccc(-c2ccc3ncnc(NCc4cc(C)cs4)c3c2)c1 | -2.5%
CC(=O)c1cc(C)ccc1OC(=O)CN1C(=O)c2ccccc2C1=O | 4.9%
C=CCNc1nc(C(=O)OCC(=O)N(Cc2ccccc2)C(C)C)cs1 | 0.2%
COc1ccc(SCCN2CC[C@@H](NC(=O)OCc3ccccc3)CCC2=O)cc1 | 0.6%
CC(NC(=O)c1ccc(S(=O)(=O)Nc2ccccc2Cl)cc1)c1ccncc1 (stereo unspecified) | 3.8%
O=C(NCCN1CCCCC1)c1cccc2c1C(=O)c1ccc(N3CCCC3)cc1S2(=O)=O | -5.6%
COC(=O)C[C@H](NC(=O)Cn1cnc2c(NCc3ccccc3)ncnc21)C(=O)OC | -0.3%
CC(C)C[C@@]12C(=O)N(c3cccc(Cl)c3)C(=O)N1[C@H](c1ccc(Cl)cc1)[C@@H]1C(=O)N(C3CCCCC3)C(=O)[C@@H]12 | 3.1%
CC1=NN(Cc2cc(C(C)(C)C)c(O)c(C(C)(C)C)c2)C(=O)C1 | -14.7%
COc1cc(CCCN2C(=O)C(=O)NC[C@@H]2CC2CCCCC2)cc(OC)c1OC | -7.3%
CC(C)C(NC(=O)c1ccc(F)cc1)C(=O)N1CCC1 (stereo unspecified) | 1.3%
COc1cccc(-c2ncc3ccccc3c2COC(=O)c2cccc(Br)c2)c1 | 3.5%
CCOc1ccc(S(=O)(=O)Nc2cccc(C(=O)NCC(c3ccco3)N(C)C)c2)cc1 (stereo unspecified) | -1.5%
Cc1ccc(C)c(NC(=O)COC(=O)c2nc(Cl)ccc2Cl)c1 | -2.1%
COc1cc(C2CC(=O)Oc3cc(C)c(Cl)c(C)c32)cc(OC)c1OC (stereo unspecified) | -6.5%
CC(C)NC(=O)NC(=O)CSc1ccc(S(=O)(=O)N2CCOCC2)cn1 | 2.6%
COc1ccc(CN(C)CC(=O)NC(=O)Nc2ccccc2F)cc1 | 2.7%
Cc1ccc(C)c(OCC(=O)NCC(c2ccco2)N2CCCCC2)c1 (stereo unspecified) | -2.9%
COc1ccc(C(=O)Nc2ccc(NC(C)=O)cc2)cc1S(=O)(=O)N(C)Cc1ccccc1 | -0.1%
CCCN(C(=O)c1ccc(OCC(C)C)cc1)c1c(N)n(Cc2ccccc2)c(=O)[nH]c1=O | -2.3%
COc1ccccc1COC(=O)CN1C(=O)NC2(CCCCC2C)C1=O (stereo unspecified) | 5.2%
Fc1ccc2cc(CCO[C@H]3CCCCO3)ncc2c1 | 5.2%

A stretch of the results above:
SMILES | L3MBTL1 inh
Cc1ccc(C)c(NC(=O)COC(=O)c2nc(Cl)ccc2Cl)c1 | -2.1%
COc1cc(C2CC(=O)Oc3cc(C)c(Cl)c(C)c32)cc(OC)c1OC (stereo unspecified) | -6.5%
CC(C)NC(=O)NC(=O)CSc1ccc(S(=O)(=O)N2CCOCC2)cn1 | 2.6%
COc1ccc(CN(C)CC(=O)NC(=O)Nc2ccccc2F)cc1 | 2.7%

Later entries.
SMILES | L3MBTL1 inh
COc1ccc(S(=O)(=O)NCCC(=O)N2CCCN(C)CC2)cc1 | -3.2%
CC(=O)c1ccc(NC(=O)c2ccc(N3CCCC3=O)cc2)cc1 | -5.3%
COc1cccc(/C=C/C(=O)OCC(=O)NCC2CCCCC2)c1OC | 5.5%
COc1ccc(N2CCN(CC(=O)NC(=O)NCc3ccccc3)CC2)cc1 | 0.1%
O=C(Nc1nnc(-c2ccccc2)o1)c1cccc(S(=O)(=O)N2CCOCC2)c1 | ?
CCCCNc1c(-c2cccc(-c3cc(C(C)=O)cs3)c2)nc2ccc(C)cn12 | ?
COc1ccc(CCC(=O)Nc2ccc(OC)c(S(=O)(=O)N3CCCCC3)c2)cc1OC | 7.3%
Nc1nc(SCCO)[nH]c(=O)c1NC(=O)c1ccco1 | 0.3%
COc1ccc(O)c(/C=N/c2nc3ccccc3n2C)c1 | 1.3%
Cc1ccccc1-c1nnc(SCC(=O)NC2CCS(=O)(=O)C2)n1C (stereo unspecified) | 7.6%
Cc1cccc(C)c1NC(=O)CNC(=O)CCNC(=O)c1ccco1 | 3.6%
COc1ccc(NS(=O)(=O)c2cc(NC(=O)c3ccc(Cl)cc3)ccc2N2CCOCC2)cc1 | -7.3%
COc1cccc(Nc2ccc(N3CCCCC3)cc2)c1OC | 35.5µM*
Cc1ccc(NC(=O)COC(=O)C2COc3ccccc3O2)cc1 (stereo unspecified) | 4.2%
Cc1cccc(S(=O)(=O)Nc2cc(Cl)ccc2N2CCOCC2)c1 | 6.1%
CN(CC(=O)Nc1ccc(F)cc1)C(=O)C1CCN(S(=O)(=O)c2ccc3c(c2)OCCO3)CC1 | -1.9%
COc1ccc(NS(=O)(=O)c2cccc(C(=O)NNC(=O)c3cc(S(N)(=O)=O)ccc3OC)c2)cc1 | -6.6%
CCC(=O)NC(c1cc(Cl)c2cccnc2c1O)C1CC1 (stereo unspecified) | -11.2%&-11.4%
Cc1cc(OCC(=O)Nc2cccc(S(=O)(=O)N3CCCC3)c2)ccc1Cl | 3.8%
COc1ccc(Nc2cc(O)c3ncccc3c2)cc1 | 31.6µM*

Source: PubChem BioAssay

This is a subset (hit frequency here may not be typical).
